# CHT inh: inhibitors of human choline transporter CHT; High affinity choline transporter 1 (Homo sapiens), Q9GZV3; CHT-expressing cells, membrane potential dye, choline response; hits give low values; AID 488975, 2010; B-score at 10 µM; actives 0.86% (n = 310,000);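 active = B-score over 3 SD under the library average, and starting fluorescence ratio not unusually high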;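 note: choline stimulus applied at its EC90 after an EC20 pre-addition; B-score computed on integrated fluorescence ratio after choline addition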
# Target sequence (Q9GZV3 whole entry, looked up): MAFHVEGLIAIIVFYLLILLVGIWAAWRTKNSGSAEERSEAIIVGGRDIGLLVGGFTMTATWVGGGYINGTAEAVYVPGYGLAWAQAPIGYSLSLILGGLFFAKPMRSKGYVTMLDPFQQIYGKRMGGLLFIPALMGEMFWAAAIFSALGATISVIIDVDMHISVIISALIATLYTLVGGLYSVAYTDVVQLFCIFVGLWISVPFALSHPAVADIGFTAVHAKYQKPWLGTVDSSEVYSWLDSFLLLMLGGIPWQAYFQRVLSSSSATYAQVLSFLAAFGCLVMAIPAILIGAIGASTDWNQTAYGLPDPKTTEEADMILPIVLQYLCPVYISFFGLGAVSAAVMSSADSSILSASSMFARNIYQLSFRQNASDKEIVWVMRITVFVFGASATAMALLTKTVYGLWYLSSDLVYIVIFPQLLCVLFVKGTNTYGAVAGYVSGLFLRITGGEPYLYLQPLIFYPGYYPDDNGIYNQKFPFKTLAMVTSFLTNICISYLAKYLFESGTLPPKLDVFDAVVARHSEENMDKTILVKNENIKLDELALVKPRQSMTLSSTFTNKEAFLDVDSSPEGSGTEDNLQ
# CHT allo act: CHT positive allosteric modulators, primary screen, cell-based, membrane potential dye, choline EC20; CHT-expressing cells; hits give high values; LV-AA mutant CHT in HEK293 cells; B-score at 10 µM; actives 0.49% (n = 310,000);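 active = initial fluorescence not abnormally high and integrated response B-score, plate-corrected, over 3 SD above library mean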
# An asterisk follows results filed as active; i = inactive. Rows were taken by chance; overall some 1.5% were active at least once.
molecule | CHT inh | CHT allo act
Cc1ccccc1-c1nnn(Cc2ccc(-c3nn[nH]n3)cc2)n1 | i | i
COc1ccc(Cl)cc1NS(=O)(=O)N1CCOCC1 | i | i
CN(CC(=O)Nc1ccccc1Cl)C(=O)CSc1nnc(-c2ccco2)o1 | i | i
Cc1ccccc1NC(=O)CCC(=O)N/N=C/c1ccc(F)cc1 | i | i
CC1CCN(c2ccc(-c3ccc(NC(=O)c4ccco4)cc3)nn2)CC1 | i | i
C(/C=C/c1ccccn1)=C\c1ccccc1 | i | i
CCNC(=O)CCc1nc(-c2ccc(C(C)(C)C)cc2)no1 | i | i
CC(C)[C@@H](C(=O)NC1CCCC1)N1C(=O)N2CCc3c([nH]c4ccccc34)[C@@]2(C)C1=O | i | i
N#CCCN(Cc1cccs1)C(=O)Nc1ccc(F)cc1 | i | i
COc1ccc(C(=O)CN2C(=O)c3ccccc3S2(=O)=O)cc1 | i | i
CCOC(=O)c1nn(-c2ccc(C)cc2)c(=O)cc1OCC(=O)Nc1cccc(C)c1 | i | i
CC12CC(c3ccccc3O1)N(C(=O)c1ccc(Br)o1)C(=O)N2c1ccccc1 (stereo not given) | i | i
COc1ccc(-c2cc(C(=O)N3CCOCC3)no2)cc1OC | i | i
COc1ccc(/C=C/C(=O)NNc2c(F)c(F)cc(F)c2F)cc1OC | i | i
COC(=O)c1sc(NC(=O)c2cnccn2)c(C(=O)OC)c1C | i | i
CCc1nc(SCC(=O)NNC(=O)c2ccc(C)cc2)c2ccccc2n1 | i | i
COCCN1C(=O)C(=O)/C(=C(/O)c2cccc(OC)c2)C1c1ccco1 (stereo not given) | i | i
COc1ccc(CCNC(=O)C2CCC(=O)N2S(=O)(=O)c2ccc(C)cc2)cc1 (stereo not given) | i | i
COc1ccc(N2CCN(C(=O)CSc3nnc(-c4cccnc4)n3-c3ccc(F)cc3)CC2)cc1 | i | i
CCc1ccccc1NC(=O)CC(=O)Nc1ccccc1CC | i | i

# Next part (five carried over from the part before).
molecule | CHT inh | CHT allo act
CCc1nc(SCC(=O)NNC(=O)c2ccc(C)cc2)c2ccccc2n1 | i | i
COCCN1C(=O)C(=O)/C(=C(/O)c2cccc(OC)c2)C1c1ccco1 (stereo not given) | i | i
COc1ccc(CCNC(=O)C2CCC(=O)N2S(=O)(=O)c2ccc(C)cc2)cc1 (stereo not given) | i | i
COc1ccc(N2CCN(C(=O)CSc3nnc(-c4cccnc4)n3-c3ccc(F)cc3)CC2)cc1 | i | i
CCc1ccccc1NC(=O)CC(=O)Nc1ccccc1CC | i | i
Cc1ccc(C)c(NC(=S)N(C2CCCCC2)C(C)c2cccnc2)c1 (stereo not given) | i | i
CC(C)CC(=O)Nc1nnc(S(=O)(=O)N2c3ccccc3CC2C)s1 (stereo not given) | i | i
Nc1ccc2oc(-c3cccc4ccccc34)nc2c1 | i | i
O=C(NNC(=O)c1cccs1)c1ccc(Cl)c([N+](=O)[O-])c1 | i | i
CCn1c(SCC(=O)Nc2nccs2)nnc1-c1cccnc1 | i | i
CCCCOc1ccc(C(=O)NCC(=O)NC2CCC(C)CC2)cc1 (stereo not given) | i | i
Cc1ccc(S(=O)(=O)N(Cc2cc3cc4c(cc3[nH]c2=O)OCCO4)CC2CCCO2)cc1 (stereo not given) | i | i
Cn1cnnc1SCC(=O)Nc1ccc(Cl)c(S(=O)(=O)N2CCOCC2)c1 | i | i
Cc1cccc(NC(=O)NC(C)CCc2ccccc2)c1 (stereo not given) | i | i
Cn1cnc2c1c(=O)n(Cc1cccc(Br)c1)c(=O)n2C | i | i
CC(C)(C)c1ccc(/C=C2\SC(=O)N(CCNC(=O)c3cccc(S(=O)(=O)N4CCOCC4)c3)C2=O)cc1 | i | i
O=C(NC1CCSc2ccccc21)c1c(F)cccc1Cl (stereo not given) | i | i
COC(=O)c1c(C)[nH]c(O)c1C=Nc1ccc(C(C)C)cc1 | i | i
CCOC(=O)C1=C(C)NC(SCC(=O)Nc2cc(C)on2)=C(C#N)C1c1cccs1 (stereo not given) | i | i
Cc1ccc(NC(=O)COc2nsnc2N2CCOCC2)cc1Cl | i | i
Cc1cc([N+](=O)[O-])ccc1NC(=O)CCC(=O)N1CCCC1 | i | i
Cc1ccc(OCCCCNC2CCCC(C)C2C)c(C)c1 (stereo not given) | i | i
O=C(NCCCN1CCOCC1)C1Nc2ccc(OC(F)(F)F)cc2C2C=CCC12 (stereo not given) | i | i
CCCCN(CC)CCNc1c(N2CCN(C(=O)OCC)CC2)c(=O)c1=O | i | i
CC(Sc1nnc(Cc2cccs2)n1C1CCCCC1)C(=O)NCc1ccco1 (stereo not given) | i | i

# More compounds:
molecule | CHT inh | CHT allo act
CC(C)Cc1cc(C(=O)N2CCC(N3CCC(C(=O)N4CCOCC4)CC3)CC2)n[nH]1 | i | i
Cc1ccc(C(c2c(C)nn(-c3ccccc3)c2N)c2c(C)nn(-c3ccccc3)c2N)cc1 | i | i
CCSc1nc(O)cc(=O)[nH]1 | i | i
CCOc1ccc(CCNC(=O)C2CCN(c3nnc(-n4cccc4)s3)CC2)cc1OCC | i | i
C[C@H]1CN=C(N(C)C)N1CCC1CCCC1 | i | i
CC(C)Cc1nc2sc3c(=O)[nH]cnc3c2c2c1CCCC2 | i | i
Cc1ccccc1NC(=S)NNC(=O)c1ccoc1C | i | i
Cc1ccc(CNC(=O)C2CCC(CNc3nc(=S)[nH]c4ccccc34)CC2)cc1 (stereo not given) | i | i
CCOC(=O)c1cccc(NC(=O)CCn2nnc3ccccc32)c1 | i | i
NS(=O)(=O)c1ccc(NC(=O)CSc2ccc3ccccc3n2)cc1 | i | i
Cc1ccc(NC(=O)c2nn(C34CC5CC(CC(C5)C3)C4)cc2[N+](=O)[O-])cc1 | i | i
COc1ccccc1CNC(=O)C(=O)Nc1ccc(C(=O)N2CCC(C)CC2)cc1 | i | i
CCOc1ncccc1C(=O)Nc1ccc(C)cn1 | i | i
COC(=O)CSc1nnc(NC(=O)/C=C\c2ccc3c(c2)OCO3)s1 | i | i
Cc1ccccc1-c1ccc(=O)n(CC(=O)Nc2ccc(C(=O)N3CCCC3)cc2)n1 | i | i
Cn1c(SCC(=O)N2c3ccccc3Sc3ccccc32)nnc1-c1ccco1 | i | i
CCCn1c(C)cc(C)c(C#N)c1=O | i | i
Cc1ccc(S(=O)(=O)N(C)Cc2ccccc2)cc1C(=O)N1CCCCC1 | i | i
CCn1nnc(NC(=O)Cc2ccc(Cl)cc2)n1 | i | i
COc1ccc(CC(=O)NCC2CCCN(Cc3ccc(OC)cc3F)C2)cc1 (stereo not given) | i | i

# Further structures follow.
molecule | CHT inh | CHT allo act
O=C1C2C3C=CC(C3)C2C(=O)N1Nc1ccc([N+](=O)[O-])cc1[N+](=O)[O-] (stereo not given) | i | i
CNS(=O)(=O)c1cccc(C(=O)OCc2cc(C(C)=O)ccc2OC)c1 | i | i
O=c1[nH]c(/C=C/c2ccccc2OC(F)F)nc2c1cnn2-c1ccccc1 | i | i
Cc1ccc(C)c(-n2nnnc2Sc2nc([N+](=O)[O-])nn2C)c1 | i | i
Cc1[nH]c(=O)[nH]c(=O)c1S(=O)(=O)Nc1ccc(F)cc1F | i | i
CC1CN(C(=O)Nc2ccc3c(c2)OCO3)CC(C)O1 (stereo not given) | i | i
CCOc1ccc(NC(=O)C/C(N)=N/O)cc1 | i | i
O=C(O)Cc1ccc2oc(-c3cccnc3)nc2c1 | i | i
Cc1ccc2nc(N3CCN(S(=O)(=O)c4ccc(C)c(Cl)c4)CC3)c(C#N)cc2c1 | i | i
CC1=NN(C(N)=S)C(=O)C1N=Nc1cc(Cl)ccc1Cl (stereo not given) | i | i
CCc1cc(OCCN(C)C)ccc1Cl | i | i
COc1ccc(N(C(=O)c2ccccc2C)S(=O)(=O)c2cccs2)cc1 | i | i
Cc1cc(C)nc(Sc2ncnc3c2oc2ccccc23)n1 | i | i
CC(C)C[C@H]1CN=C(N(C)C)N1CC1CCCCCC1 | i | i
Cc1ccc(CNC(=O)c2ccc(Cn3nc(C)c(Cl)c3C)o2)cc1 | i | i
COc1ccc(C(=O)NC(C(=O)NCC(=O)Nc2c(C)cccc2C)C(C)C)cc1 (stereo not given) | i | i
COc1ccc(CNC(=O)C[C@H]2C(=O)N(c3ccccc3)C[C@@H]2Cc2ccccc2)cc1 | i | i
CCCCSc1nnc(NC(=O)CCc2ccccc2)s1 | i | i
N#C/C(=C(/O)c1ccco1)c1nc2ccccc2[nH]1 | i | i
CC(C)(C)OC(=O)N/N=C\c1ccc([N+](=O)[O-])s1 | i | i

# Of the compounds above, these have bromine.
molecule | CHT inh | CHT allo act
CC12CC(c3ccccc3O1)N(C(=O)c1ccc(Br)o1)C(=O)N2c1ccccc1 (stereo not given) | i | i
Cn1cnc2c1c(=O)n(Cc1cccc(Br)c1)c(=O)n2C | i | i

# New compounds follow.
molecule | CHT inh | CHT allo act
c1ccc2c(c1)ncn2CCCOc1ccc2c(c1)CCC2 | i | i
N#C/C(=C/c1ccc(Sc2nc3ccccc3[nH]2)o1)c1ccccc1F | i | i
O=c1[nH]ncc(N2CCN(Cc3ccccc3)CC2)c1Cl | i | i
Cc1csc(SC(C)C(=O)Nc2ccc(S(=O)(=O)N3CCCC3)cc2)n1 (stereo not given) | i | i
CCOC(=O)c1c(C)[nH]c(C(=O)OCC(=O)N2CCCC2=O)c1C | i | i
O=c1[nH]cnc2c1ncn2[C@@H]1C[C@@H](O)[C@H](CO)O1 | i | i
CC(C)CC(C(=O)NC(C)(C)C)N(Cc1cccs1)C(=O)c1snc(C(N)=O)c1N (stereo not given) | i | i
CCOC(=O)C1CCN(Cc2ccc(OC)cc2OC)CC1 | i | i
CCc1c(C)nc(Nc2nc(C)c3cc(OC)ccc3n2)[nH]c1=O | i | i
CC(=O)NC1(c2ccccc2)CCN(C(=O)N2CCOCC2)CC1 | i | i
Cc1cc(SCC(=O)c2cc(C)n(C)c2C)nc2ccccc12 | i | i
CCNCCNC(=O)c1c(O)c2c([nH]c1=O)CCCC2 | i | i
CC(C)(O)c1ccccc1CC[C@@H](SCC1(CC(=O)O)CC1)c1cccc(/C=C/c2ccc3ccc(Cl)cc3n2)c1 | i | i
S=C(NCC1COc2ccccc2O1)Nc1ccccc1 (stereo not given) | i | i
O=C(O)C(Cc1ccccc1)N1C(=O)CCC1=O (stereo not given) | i | i
O=S(=O)(Nc1cccnc1)c1ccc(Br)c2ccccc12 | i | i
CC1(C)CC(N2CCN(Cc3ccccc3)CC2)=CC(=[N+]2CCCCC2)C1 | i | i
O=c1c2cc3c(cc2[nH]c(=S)n1C1CCN(Cc2ccccc2)CC1)OCO3 | i | i
COc1ccc(-c2csc(N3C(=O)C4C5c6ccccc6C(c6ccccc65)[C@@H]4C3=O)n2)cc1 (stereo not given in full) | i | i
c1ccc2c(c1)CNC1(CCCCC1)C2 | i | i

# (listing goes on)
molecule | CHT inh | CHT allo act
COc1cc(NC(=O)CSc2nnc3c(C)cc4c(C)ccc(C)c4n23)c(C(=O)O)cc1OC | i | i
O=C(CCNC(=O)c1ccccc1Cl)Nc1nc(-c2ccc3ccccc3c2)cs1 | i | i
O=S(=O)(NCc1ccccn1)C(F)(F)F | i | i
CN(C)c1cc[nH]c(=O)c1C#N | i | i
Cc1ccc(SCC(=O)Nc2cc(C)on2)cc1 | i | i
COc1ccc(O)c(-c2c(-c3ccc(Cl)cc3)n[nH]c2C)c1 | i | i
Cc1cccc(C)c1NC(=O)CS(=O)CC(=O)Nc1ccc(F)cc1F (stereo not given) | i | i
O=C(Nc1ccc(N2CCOCC2)cc1)C1CCN(S(=O)(=O)Cc2ccccc2)CC1 | i | i
CCn1c(CSc2ncccn2)nnc1SCC(=O)N1CCc2ccccc21 | i | i
O=C1N(Nc2ccccc2)C(c2ccc(Br)cc2)C12CCCCC2 (stereo not given) | i | i
CC1(C)CC(=O)c2c(O)cc(OCC(=O)Nc3ccc(CCO)cc3)cc2O1 | i | i
Cc1ccc(NC(=O)CSc2ccc(-c3ccccn3)nn2)cc1 | i | i
CCCNC(=O)CN(C)CC(=O)Nc1ccccc1C#N | i | i
O=C(Nc1ccc(-c2cscn2)cc1)C1CCCN(Cc2ccc(CO)o2)C1 (stereo not given) | i | i
Cc1ccc(S(=O)(=O)c2nc(C)c3c(n2)CCC3)cc1 | i | i
O=c1oc(-c2ccc([N+](=O)[O-])cc2)nc2ccc(O)cc12 | i | i
O=C(NC(=S)N1CCOCC1)c1ccc([N+](=O)[O-])cc1 | i | i
N#CCSc1nnc(-c2ccc3c(c2)OCO3)o1 | i | i
Cc1ccc(-c2cc[n+](Cc3ccccc3)cc2)cc1 | i | 6.7*
CC(C)Cc1c(O)nc(SCCN2CCOCC2)[nH]c1=O | i | i

# Following part:
molecule | CHT inh | CHT allo act
N#C/C(=C\c1ccc(OCC(N)=O)cc1)C(=O)NC1CC1 | i | i
O=C(O)CN1C(=O)SC(Nc2ccc(Cl)cc2)C1=O (stereo not given) | i | i
O=C(O)CN=C1CC(c2ccccc2)CC(=O)/C1=C(/O)CCCN1C(=O)c2ccccc2C1=O (stereo not given) | i | i
CCCC(=O)N1CCN(c2ccc(NC(=O)C(C)(C)C)cc2Cl)CC1 | i | i
Nc1ccc(Oc2ccccc2F)nc1 | i | i
COc1ccc(C2(C(=O)N3CCOCC3)CCCC2)cc1 | i | i
O=C(Cn1ncc2c3ccccc3n(Cc3ccccc3F)c2c1=O)NCCN1CCOCC1 | -9.9* | i
Cc1ccc(NC(=O)c2ccc3c(c2)CCN3S(C)(=O)=O)cc1C | i | i
O=C(CSc1ncn[nH]1)NN(c1ccccc1)c1ccccc1 | i | i

# Screening data: PubChem BioAssay, Johns Hopkins Ion Channel Center
